Bioassay records from PubChem BioAssay.
PfM18AAP inh – PfM18AAP enzyme inhibition | inhibition, % at 7.35 µM | 1.2% of 290,000 active | recombinant PfM18AAP, H-Glu-NHMec fluorogenic cleavage;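 active = inhibition above the campaign mean inhibition over all tested compounds plus 3 SD, cut at about 28% in these data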;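 note: 0% = plate median of test compound wells and 100% = 2 mM ZnCl2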
MEKK3 PB1 HTS – MEKK3-MEK5 PB1 interaction, increase or decrease. Q99759. AID 1529. binding response (% of control), % at 10 µM. 1.4% of 290,000 active. bead-based flow cytometry, Alexa488-MEK5 binding to MEKK3; actives lie on both sides; 0 = blocked by unlabeled MEK5, 100 = vehicle;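 active = binding response more than 3 SD above or below the average of its plate-row segment, actives on both sides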;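 note: Alexa488 bead fluorescence after subtracting the streptavidin-only scavenger bead signal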
NALP1 inh – NALP1 inhibition; AID 2071; 0.61% of 280,000 active; inhibition, % at 10 µM; S. cerevisiae NALP1/ASC/caspase-1 growth, X-gal OD620, 72 h; in the data active = inhibition mostly above about 24%, no sharp cut-off; inactive = mostly below about 32%; note: some compounds called inactive have numbers as strong as hits
DNA FID counter – displaces DNA intercalator in HCV helicase counter-screen; DNA fluorescent intercalator displacement, fluorescence; inhibition, % at 7.9 µM; 0.17% of 290,000 active; AID 1845; in the data active = inhibition above about 37%;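 note: 0% = vehicle and 100% = reference compound; higher means more ethidium bromide displaced from hairpin DNA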
MEKK2 mut-MEK5 – signal of MEK5 binding to mutant human MEKK2 PB1 domain; 0.35% of 290,000 active; percent response, % at 10 µM; AID 1530; bead flow cytometry, Alexa488-MEK5 binding to MEKK2 mutant; in the data active = percent response above about 24%, passing the limit was not always enough; note: inactives centre near 1; some results filed as inactive read as strong as hits; reference of the scale not given here
MEKK2wt PB1 HTS – raises or lowers MEK5 binding to wildtype human MEKK2 PB1 domain; binding response (% of control), % at 10 µM; 1.1% of 290,000 active; bead flow cytometry, Alexa488-MEK5 binding to MEKK2 WT; actives lie on both sides; Q9Y2U5; in the data active = binding response below about 67% or above about 130%
PHOSPHO1 block – PHOSPHO1 (human) inhibition; Q8TCT1; recombinant PHOSPHO1, absorbance phosphatase assay; inhibition, % at 13.3 µM; 1.1% of 290,000 active; in the data active = inhibition above about 60%
Target sequence (Q8TCT1 whole entry, looked up): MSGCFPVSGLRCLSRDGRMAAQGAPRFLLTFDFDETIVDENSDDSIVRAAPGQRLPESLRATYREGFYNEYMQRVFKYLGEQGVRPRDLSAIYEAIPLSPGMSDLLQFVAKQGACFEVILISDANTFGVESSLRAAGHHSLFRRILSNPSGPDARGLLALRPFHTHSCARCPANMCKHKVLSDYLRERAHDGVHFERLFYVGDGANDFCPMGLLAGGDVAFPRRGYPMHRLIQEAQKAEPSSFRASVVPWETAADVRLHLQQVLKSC
GPR7 antagonist – antagonists of human GPR7 (neuropeptides B/W receptor 1) | P48145 | GPR7-expressing cells, fluorescence antagonist assay | inhibition, % at 4.4 µM | 1.1% of 290,000 active; in the data active = inhibition above about 16%, passing the limit was not always enough;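 note: cells stimulated with the agonist NPW; 0% = agonist with vehicle and 100% = vehicle without agonist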
Target sequence (P48145 whole entry, looked up): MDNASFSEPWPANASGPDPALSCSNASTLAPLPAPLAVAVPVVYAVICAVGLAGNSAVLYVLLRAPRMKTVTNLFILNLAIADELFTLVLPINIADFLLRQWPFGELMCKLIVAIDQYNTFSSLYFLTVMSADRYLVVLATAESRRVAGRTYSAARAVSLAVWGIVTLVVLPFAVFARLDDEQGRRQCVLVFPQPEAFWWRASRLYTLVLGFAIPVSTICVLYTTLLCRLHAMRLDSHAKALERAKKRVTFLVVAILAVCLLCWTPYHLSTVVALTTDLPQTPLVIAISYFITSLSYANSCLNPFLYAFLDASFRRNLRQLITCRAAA
OXTR agonist – activates the human oxytocin receptor; P30559; CHO-OTR cells, Fluo-8 calcium fluorescence; normalized: DMSO 0%, oxytocin 100%; activation, % at 3 µM; 0.32% of 320,000 active; AID 2435;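 active = activation above the mean of all tested compounds plus 3 SD, cutoff set per screening run, cut at about 20% in these data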;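 note: peak over basal fluorescence ratio from a 100 s FLIPR kinetic read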
Target sequence (P30559 whole entry, looked up): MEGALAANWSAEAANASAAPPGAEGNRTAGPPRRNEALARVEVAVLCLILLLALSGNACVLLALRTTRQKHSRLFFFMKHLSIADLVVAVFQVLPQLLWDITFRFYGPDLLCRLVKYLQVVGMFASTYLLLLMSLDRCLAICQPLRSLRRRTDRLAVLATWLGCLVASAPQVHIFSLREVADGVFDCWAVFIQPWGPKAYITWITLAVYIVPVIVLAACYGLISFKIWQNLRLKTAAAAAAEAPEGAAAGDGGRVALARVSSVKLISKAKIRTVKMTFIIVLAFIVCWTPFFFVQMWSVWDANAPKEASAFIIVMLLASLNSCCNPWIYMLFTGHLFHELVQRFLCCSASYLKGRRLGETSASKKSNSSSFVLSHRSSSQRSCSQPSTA
Active calls of the source: *; / = no result given; [ ] = remark or other dose.

Sequence of screens – PfM18AAP inh	MEKK3 PB1 HTS	NALP1 inh	DNA FID counter	MEKK2 mut-MEK5	MEKK2wt PB1 HTS	PHOSPHO1 block	GPR7 antagonist	OXTR agonist
> Cc1ccc(C(=O)Nc2ccc(C(=O)NCC3CCCO3)cc2)cc1 (configuration not stated)
→ 0	104	0	-18	2	105	/	-12	/
> CC1CC(=O)Nc2ccccc2S1(=O)=O (configuration not stated)
→ -1	/	18	4	/	/	-22	-3	0.6
> O=C(OCc1ccccc1Cl)c1ccc(-n2cnnc2)cc1
→ 6	105	12	-14	-1	107	-16	0	2.1
> CC(C)Oc1ccccc1NC(=O)CSc1nccn1C
→ -6	100	0	-4	1	98	36	-16	0.4
> CCn1nc(C(=O)OCC(=O)c2ccc3c(c2)OCCO3)c2ccccc2c1=O
→ -1	104	6	-3	5	108	13	-9	0.7
> Cc1ccc(CSCc2ccc(C(=O)NC3CC3)o2)cc1
→ -1	103	17	-31	3	109	41	-7	4.3
> O=C(NCc1ccco1)c1nc2ccccc2s1
→ 7	103	9	-9	1	104	-1	-4	-1.5
> COC(=O)c1ccc(C(=O)OC)c(NC(=S)N2CCN(c3ccc(F)cc3)CC2)c1
→ 4	97	31	-15	-1	98	-5	-2	-3.0
> O=S(=O)(/C(=C/c1ccc(C(F)(F)F)cc1)c1nc2ccccc2[nH]1)c1ccccc1
→ 0	97	18	-4	-1	100	-6	26*	-2.1
> CC1=CC(C)C(C(=O)O)C(C(=O)O)C1 (configuration not stated)
→ 5	109	3	3	8	108	19	-8	0.0
> O=C(CNC(=O)c1ccccc1F)N/N=C/c1ccco1
→ -8	101	23	0	-2	98	22	2	0.5
> O=C(NNC(=O)C1CCC(C(=O)NNC(=O)c2cccs2)CC1)c1cccs1 (configuration not stated)
→ -9	95	9	-1	-4	95	50	3	-0.3
> Cc1ccc(/C=N/NC(=O)c2cccc(S(=O)(=O)Nc3cccc(Cl)c3)c2)o1
→ -5	104	-13	-4	-5	95	52	-9	0.3
> COc1cc(CN2CCN(C(=O)c3cccc4ccccc34)CC2)cc(OC)c1O
→ 17	102	-10	-16	5	110	20	-8	0.2
> O=C1CC(NCc2ccccc2F)C(=O)N1c1ccccc1 (configuration not stated)
→ -2	104	1	0	0	99	-1	-2	-0.1
> CN1C(=O)C(O)(CC(=O)c2ccncc2)c2ccccc21 (configuration not stated)
→ -2	102	10	-5	2	104	8	0	0.1
> O=C1c2ccccc2NC(c2ccccn2)N1NS(=O)(=O)c1ccccc1 (configuration not stated)
→ -4	/	2	-1	/	/	-1	8	-1.0
> COc1ccccc1C(=O)NC(=S)Nc1ccc(N2CCOCC2)c(Cl)c1
→ -1	83	-5	-1	-18	85	-8	-11	0.5
> Cc1ccccc1-n1c(SCC(=O)O)nc2sc3c(c2c1=O)CCCC3
→ 3	104	-44	-23	4	103	47	-4	-0.8
> Cc1ccc(N=CC=C2OC(C)(C)C(C)(C)O2)c(C)c1
→ -13	107	19	-19	1	102	2	4	-0.2
> COCCN(CCOC)c1ncnc2c1cnn2-c1ccc(Cl)cc1
→ -10	106	51	-9	6	115	28	-12	-1.6
> CC(C)(C)OC(=O)N1CCC2(CC1)Oc1ccc(Cl)cc1C(=O)C21CC(c2ccc(Cl)cc2)=NO1 (configuration not stated)
→ /	104	/	/	3	102	/	/	-0.1
> CCO[C@H]1OC(C(=O)NCc2nc3ccccc3[nH]2)=C[C@@H](C)[C@@H]1CCCO
→ 2	101	6	-9	-3	95	-12	10	-1.5
> Cn1c(SCc2nc(-c3ccccc3)no2)nnc1-c1ccco1
→ -8	106	-7	-11	2	102	34	-9	1.3
> COCCCN=CC1=C(O)CC(C)(C)CC1=O
→ -2	102	5	-2	3	101	6	-4	0.4
> CCCn1c(=O)c(C(=O)NCc2ccccc2)c(O)c2ccccc21
→ -4	98	-7	-7	1	101	41	-23	-0.3
> COC(C(=O)Nc1ccc(S(=O)(=O)Nc2ccc(F)cc2)cc1)c1ccccc1 (configuration not stated)
→ -1	104	13	-15	13	112	1	22*	20*
> O=C(NCc1n[nH]c(=S)n1-c1ccc(F)cc1)c1ccc(S(=O)(=O)N2CCCCC2)cc1
→ 20	103	-14	-31	9	107	-104	-11	-0.2
> CC1CN(C(=O)COC(=O)c2ccc(F)cc2Cl)CC(C)O1 (configuration not stated)
→ -2	102	12	-6	-1	103	39	-11	-1.2
> CCOc1ccc(C2Nc3cccc4cccc(c34)N2)cc1OC
→ 1	97	4	1	3	101	-2	-14	-1.1
> COC(=O)Cn1c(=O)c2c(nc3n2CCCN3CCc2ccccc2)n(C)c1=O
→ 0	98	10	-30	-2	101	31	7	2.1
> CCCCCSc1nc2c(c(=O)[nH]c(=O)n2C)n1C(C)C
→ -3	101	15	-3	2	101	-20	-13	-1.5
> O=C(Nc1ccccc1)N1CCCN(c2ccc(C(F)(F)F)cn2)CC1
→ -6	91	/	-12	-23	93	8	-2	3.2
> Cc1ccc2cc3cc(C(=O)N4CCCCCC4)oc3nc2c1
→ 2	/	40	-28	/	/	11	12	-1.8
> COc1ccc(S(=O)(=O)N2CCCCC2)cc1NCC(=O)Nc1ccc(C)cc1
→ -2	101	/	-26	-13	99	10	-9	-1.5
> Cc1ccc(S(=O)(=O)NNC(=S)Nc2ccc(Cl)cc2)cc1
→ -3	100	6	1	-4	101	11	-5	0.9
> CN1CC=C2C(C#N)=C(N)C(C#N)(C#N)C(Cc3ccccc3)C2C1 (configuration not stated)
→ 7	102	25	-6	1	101	0	4	2.0
> Cc1oc(-c2ccccc2F)nc1CS(=O)(=O)CC(=O)NC1CCCC(C)C1C (configuration not stated)
→ 1	101	6	-51	-1	102	7	-2	-2.8
> Cn1cc(Br)c(C(=O)N/N=C/c2cccc(OC3CSC3)c2)n1
→ -13	89	13	-9	-4	90	-6	-1	0.3
> CCCN(CC(=O)Nc1ccccc1OC)C(=O)c1ccncc1
→ -4	101	10	-7	-5	98	-4	0	0.3
> Cc1cccc(NC(=O)Nc2ccc(C#N)cc2)n1
→ -4	104	27	-5	3	104	2	-14	2.5
> CC(C)c1ccc(/C=C/C(=O)n2nnc3ccccc32)cc1
→ 0	/	4	-4	/	/	-36	-4	0.9
> Cc1cc(C)nc(N2CCC(C(=O)Nc3cccc(C(F)(F)F)c3)CC2)n1
→ 8	101	10	-14	-2	99	-3	-10	0.9
> CC1CCN(C(=O)COC(=O)c2cc(Cl)cc(Cl)c2N)CC1
→ -13	94	-10	-12	-7	93	-21	-2	-2.6
> COc1cccc(C(=O)OCC(=O)NCCCc2ccccc2)c1
→ -3	105	17	-26	6	110	36	-2	-1.5
> CCCCOc1ccc(/C(O)=C2/C(=O)C(=O)N(CCCOC)C2c2ccncc2)cc1C (configuration not stated)
→ 1	102	2	-51	3	103	11	-9	-1.1
> CCOc1cc(S(=O)(=O)N2CCN(Cc3ccccc3)CC2)ccc1Br
→ -1	77	29	-5	-11	86	-65	-12	-1.6
> CCN(CC)c1nc2c(c(=O)[nH]c(=O)n2C)n1Cc1ccccc1Cl
→ 1	107	5	-14	2	108	3	-7	9.1
> Cc1ccc(Cl)cc1N1CCN(S(=O)(=O)c2cccc(S(=O)(=O)N3CCCC3)c2)CC1
→ -15	98	3	2	-7	97	-27	2	-0.7
> CCOC(=O)c1ccc2nc(NC(=O)C(C)C)sc2c1
→ -12	105	29	-8	12	107	-2	-7	-1.3

New compounds follow.
Sequence of screens – PfM18AAP inh	MEKK3 PB1 HTS	NALP1 inh	DNA FID counter	MEKK2 mut-MEK5	MEKK2wt PB1 HTS	PHOSPHO1 block	GPR7 antagonist	OXTR agonist
> CC(=O)NC1C(=O)N=C(SCC(=O)Nc2sc3c(c2C#N)CCCCCC3)NC1=O (configuration not stated)
→ 10	96	16	-28	-2	99	3	7	0.3
> C=CCn1c(=O)c2c3c(sc2n2c(Nc4ccc(OC)cc4)nnc12)CCCC3
→ 1	99	6	-29	0	99	12	1	-2.8
> COc1ccc(C)cc1NC(=O)Nc1ccc(Br)cn1
→ 0	105	2	-2	-2	106	-2	-5	1.9
> COC(=O)C1=C(C)NC(C)=C(C(=O)OC)C1c1ccc(-c2cc(Cl)ccc2Cl)o1
→ -10	101	30	-2	-1	99	-3	-12	-1.6
> CN1CCN(c2nc(-c3cccnc3)nc3ccccc23)CC1
→ -1	97	33	16	0	101	23	-7	0.2
> COc1ccc(CC(=O)NCc2nnc(SCC(=O)Nc3nccs3)n2-c2ccccc2)cc1
→ -1	111	37	-23	8	109	6	-9	0.1
> Cc1[nH]c2ccccc2c1C(=O)C(=O)NCCCc1ccccc1
→ -3	106	0	-10	9	109	-21	-10	0.6
> NS(=O)(=O)c1ccc(CCNC(=O)CNC(=O)C2CCCCC2)cc1
→ 1	97	-6	0	17	99	16	-2	0.0
> CCCc1cc2c(=O)c(-c3ccccn3)c(C)oc2cc1O
→ 3	75*[inhibitor]	-8	-10	-12	93	-13	0	-0.8
> O=c1cc(CCl)nc2sc3ccccc3n12
→ -2	94	-19	0	-3	93	-66	-7	-0.6
> CSCC[C@H](NC(=O)OC(C)(C)C)c1nnc(SCC(N)=O)o1
→ 8	99	-8	-8	-1	97	-10	-14	0.0
> O=C(CCC(=O)N(CC(=O)NC1CCCCC1)Cc1cccs1)Nc1ccccn1
→ -1	98	-10	-6	-10	89	11	-14	-0.1
> Cc1ccc(N(C)S(=O)(=O)c2csc(C(N)=O)c2)cc1C
→ 1	104	11	-4	6	103	23	8	-0.1
> CCN(CC)c1ccc(N=Cc2ccc(N(CC)CC)cc2O)cc1
→ 43*	97	10	-3	0	98	36	-2	-1.1
> Cc1cccc(OCC(O)Cn2c(=N)n(CCN3CCOCC3)c3ccccc32)c1 (configuration not stated)
→ 7	92	9	18	-4	97	-1	11	-0.9
> Cn1c(CNC(=O)CNC(=O)c2ccc(C(C)(C)C)cc2)cc(=O)n(C)c1=O
→ 3	93	8	-8	-4	97	22	-8	0.3
> O=C(NCC(c1ccc(F)cc1)N1CCOCC1)c1ccccc1F (configuration not stated)
→ -3	94	4	-9	-6	101	-1	-10	0.0
> COc1cc(SC)ccc1C(=O)N1CCCc2ccccc21
→ -1	103	9	-32	0	104	19	-14	-0.8
> COc1cccc(OC)c1OCCOc1ccc(C(=O)c2ccccc2)cc1
→ 3	80	39	-21	-1	93	0	-1	1.3
> CCCC(=O)Nc1nc(C)c(-c2csc(Nc3cc(OC)ccc3OC)n2)s1
→ 4	101	-15	1	-3	99	89*	-9	-1.0
> CCc1ccc(-c2nc(SCC(=O)N3CCOCC3)n[nH]2)cc1
→ 1	100	-3	-10	0	100	2	-9	0.2
> CC(C)NC(=O)c1sc2nc(-c3cccs3)cc(-c3cccs3)c2c1N
→ -22	99	14	-28	-11	83	3	-7	0.3
> Cc1cc(C)n(-c2ccc(C(=O)Nc3cccc(S(=O)(=O)N(C)C)c3)cc2)n1
→ 2	96	31	-28	8	96	2	-7	14
> CC(=O)OC1COC(N2CCc3ccccc32)C(OC(C)=O)C1OC(C)=O (configuration not stated)
→ -3	99	/	-2	0	100	4	2	0.8
> CN(C)S(=O)(=O)c1ccc(NC(=S)NC(=O)Cc2ccccc2)cc1
→ 1	100	15	-13	-1	97	11	-5	3.9
> Cc1cc(/C=C(\C#N)C(=O)NC2CCCCCC2)c(C)[nH]1
→ 2	108	24	-11	13	116	10	-9	0.8

Limited to MEKK3 PB1 HTS (3 entries from above):
molecule | MEKK3 PB1 HTS
CCc1ccc(-c2nc(SCC(=O)N3CCOCC3)n[nH]2)cc1 | 100
CC(C)NC(=O)c1sc2nc(-c3cccs3)cc(-c3cccs3)c2c1N | 99
Cc1cc(C)n(-c2ccc(C(=O)Nc3cccc(S(=O)(=O)N(C)C)c3)cc2)n1 | 96
